# CD40 NFkB inh = CD40 pathway inhibition in BL2 cells; BL2 NF-kB luciferase reporter, CD40L-induced, 4 h; inhibition, % at 10 µM; 0.94% of 83,000 active; AID 1053188;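 active = mean inhibition of at least 50% with a set share of replicates also reaching that level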;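 also: 0% = neutral control wells and 100% = IKK inhibitor VII at 50 µM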
# Numbers without * were called inactive; [ ] = remark or other dose. A portion of the library, so the mix of outcomes need not match the whole.
canonical_smiles	CD40 NFkB inh
CCCN(C)C[C@H]1OCc2ccccc2-c2ccccc2C(=O)N([C@@H](C)CO)C[C@H]1C	-5[25 µM]
Cc1ccc(C)c(Cn2c(=O)n(CCC(=O)NCc3ccco3)c(=O)c3sccc32)c1	12
COc1ccc(Cn2c(=O)sc3ccccc32)cc1OC	2
CO[C@H]1CN(C)C(=O)c2ccc(NC(=O)C3CC3)cc2OC[C@@H](C)N(C(C)=O)C[C@H]1C	-2[25 µM]
COc1ccc(/C=C/C(=O)NC2=NCCS2)cc1OC	-17
CC1CCN(S(=O)(=O)c2ccc(NC(=O)c3ccncc3)cc2)CC1	20
COc1ccc2c3c([nH]c2c1)[C@H](CO)N(C(=O)Nc1ccc(F)cc1)CC31CN(Cc2cc(F)ccc2F)C1	56*[25 µM]
O=C(NCCN1CCOCC1)C1CCN(Cc2ccccc2O)CC1	-6
c1coc(-c2nnc3n2C2(CCCC2)Cc2ccccc2-3)c1	3
CCCNC(=O)[C@H]1[C@H](CO)[C@H]2Cn3c(ccc(C4=CCCCC4)c3=O)[C@H]2N1Cc1ccccc1F	12[25 µM]
CCOC(=O)c1nnn(-c2nonc2N)c1CN1CCCC1	6
N#Cc1nc(Cc2cccc3ccccc23)oc1N1CCN(c2ccccc2)CC1	6
COc1ccccc1CNC(=O)c1ccoc1C	0
CCCCNS(=O)(=O)c1ccc2nc(-c3cccnc3)cc(C(=O)NC3CC3)c2c1	5
Cc1ccccc1S(=O)(=O)N1[C@H](CO)[C@@H](c2ccc(C#CC3CCCCC3)cc2)[C@@H]1C#N	30
COc1ccc2oc(=O)c(NC(=O)C3CCCCC3)cc2c1	-17
O=C(Nc1cc(F)ccc1F)N1C[C@H]2[C@@H](c3ccccc31)[C@@H](CO)N2CC1CCCC1	7[25 µM]
CC1Cc2ccccc2N1C(=O)Cn1c(=O)cc(O)c2ccccc21 (stereo unspecified)	9
NC(=O)C1CCCN(CC(=O)N2CCN(c3ccccc3)CC2)C1 (stereo unspecified)	9
CCS(=O)(=O)N1[C@H](C#N)[C@@H](c2ccc(C#Cc3ccccc3F)cc2)[C@@H]1CO	-38[25 µM]
Cc1c(C(=O)Nn2cnnc2)oc2ccccc12	2
Cc1cnc(C(=O)N2CCc3c([nH]c4ccccc34)C2c2ccc(F)cc2)cn1 (stereo unspecified)	7
O=C(CC1C(=O)NCCN1Cc1ccc(Cl)c(F)c1)NCCc1cccnc1 (stereo unspecified)	5
O=C(Nc1nnc(SCCN2CCOCC2)s1)C1CC(=O)N(c2ccccc2)C1 (stereo unspecified)	1
CCc1nnc(NC(=O)c2ccc(S(=O)(=O)N3CCCCCC3)cc2)s1	8
C[C@H]1CN([C@@H](C)CO)C(=O)c2c(c3ccccc3n2C)-c2ccccc2CO[C@H]1CN(C)S(=O)(=O)c1ccccc1	25
COc1ccc(CNc2nc(NCc3ccc(OC)cc3)n(C(C)=O)n2)cc1	5
C[C@@H]1CCCCO[C@@H](CN(C)C(=O)Nc2ccc3c(c2)OCO3)[C@@H](C)CN([C@H](C)CO)C(=O)c2cc(NS(=O)(=O)c3ccc(F)cc3)ccc2O1	-15[25 µM]
CCN(CC)C(=O)Oc1ccc(Cl)c2cccnc12	6
O=C(CSc1ccccc1F)NCC(c1cccs1)N1CCOCC1 (stereo unspecified)	2

# Random excerpt: five records from the list, in no set order.
canonical_smiles	CD40 NFkB inh
O=C(Nc1nnc(SCCN2CCOCC2)s1)C1CC(=O)N(c2ccccc2)C1 (stereo unspecified)	1
C[C@@H]1CCCCO[C@@H](CN(C)C(=O)Nc2ccc3c(c2)OCO3)[C@@H](C)CN([C@H](C)CO)C(=O)c2cc(NS(=O)(=O)c3ccc(F)cc3)ccc2O1	-15[25 µM]
CCc1nnc(NC(=O)c2ccc(S(=O)(=O)N3CCCCCC3)cc2)s1	8
Cc1cnc(C(=O)N2CCc3c([nH]c4ccccc34)C2c2ccc(F)cc2)cn1 (stereo unspecified)	7
O=C(CSc1ccccc1F)NCC(c1cccs1)N1CCOCC1 (stereo unspecified)	2

# Going on with the list.
canonical_smiles	CD40 NFkB inh
N#Cc1cnn(Cc2ccccc2)c1/N=C/N1CCOCC1	3
COc1cccc(C(=O)c2cc3ccc(O)cc3oc2=O)c1	-9
C[C@@H]1CCCCO[C@@H](CN(C)CC2CC2)[C@@H](C)CN([C@H](C)CO)C(=O)c2cc(NC(=O)C3CCCCC3)ccc2O1	-2
CC1(C)CC(c2nc(-c3ccccc3)cs2)CCS1 (stereo unspecified)	-19
C[C@@H]1CN([C@@H](C)CO)C(=O)c2cc(NS(=O)(=O)c3ccc(F)cc3)ccc2O[C@@H](C)CCCCO[C@@H]1CN(C)C(=O)Nc1ccc2c(c1)OCO2	-9[25 µM]
COc1ccc(S(=O)(=O)Nc2ccc3c(c2)OC[C@@H](C)NC[C@H](C)[C@H](OC)CN(C)C3=O)cc1	-1[25 µM]
Cc1ccc(NS(=O)(=O)c2cc3c4c(cccc4c2)C(=O)NC3=O)cc1	6
CCc1nc2ccccc2c(C(=O)OCC(=O)NCc2ccco2)c1C	-3
CC1CCCN(C(=O)CNC(=O)c2ccco2)C1 (stereo unspecified)	-31
CCCCn1c(=O)n(Cc2cccc(F)c2)c(=O)c2c1ncn2Cc1ccco1	11
COc1ccc(CC2(CO)CCN(Cc3cccn3-c3ccccn3)CC2)cc1	12
Cc1cccnc1C(c1ccc(F)cc1)N(C)C(=O)C1CCN(CCOc2ccc(Cl)cc2Cl)CC1 (stereo unspecified)	15
CCOC(=O)c1cc(N)cc([N+](=O)[O-])c1	6
O=C(c1cccs1)N1CCN(S(=O)(=O)Cc2ccccc2)CC1	-2
CN(C(=O)CCCN1C(=O)c2cccc3cccc(c23)C1=O)c1ccccc1	2
COC(=O)c1cccc(NC(=O)CCc2c(C)noc2C)c1	3
O=C(CS(=O)(=O)Nc1ccc(F)cc1Cl)Nc1ccc(F)cc1Cl	12
COc1cccc(NC(=O)N2CC(=O)N3[C@H](CO)[C@H](c4ccc(C#CCC5CCCC5)cc4)[C@@H]3C2)c1	7[25 µM]
COc1ccc(OC)c(S(=O)(=O)N2CCCC(C(=O)N3CCC(C(N)=O)CC3)C2)c1 (stereo unspecified)	1
Cc1cc(C(=O)N2CCN(c3ccccc3)CC2)no1	0
COc1cc(NC(=O)C(C)Oc2ccccc2)ccc1NC(=O)COc1ccccc1 (stereo unspecified)	-2
Cn1c(=O)c2c(nc(NC3CCCC3)n2C)n(C)c1=O	15
CN1CC(=O)N(CCOc2ccccc2)C1=O	-1
COc1ccccc1S(=O)(=O)N1CC[C@@H]2[C@H]1c1cc(Br)ccc1N[C@@H]2CO	25[25 µM]
Cc1ccc2c(c1)CCCN2C(=O)c1c(C)noc1C	8
Cc1ccoc1C(=O)NCCNC(=O)c1occc1C	-5
O=C(O)C1C2C=CC(C2)C1C(=O)Nc1ccc(C(=O)N2CCCCC2)cc1 (stereo unspecified)	3
c1ccc2c(c1)oc1c(NCCN3CCOCC3)ncnc12	2
CC(=O)c1ccc(NC(=O)N2CCc3ccccc3C2)cc1	-73
Cc1ccc(/C=N/NC(=O)CNC(=O)c2ccc(S(=O)(=O)N3CCCC3)cc2)o1	8

# Continued; it opens with the 7 that closed the last part.
canonical_smiles	CD40 NFkB inh
COc1ccccc1S(=O)(=O)N1CC[C@@H]2[C@H]1c1cc(Br)ccc1N[C@@H]2CO	25[25 µM]
Cc1ccc2c(c1)CCCN2C(=O)c1c(C)noc1C	8
Cc1ccoc1C(=O)NCCNC(=O)c1occc1C	-5
O=C(O)C1C2C=CC(C2)C1C(=O)Nc1ccc(C(=O)N2CCCCC2)cc1 (stereo unspecified)	3
c1ccc2c(c1)oc1c(NCCN3CCOCC3)ncnc12	2
CC(=O)c1ccc(NC(=O)N2CCc3ccccc3C2)cc1	-73
Cc1ccc(/C=N/NC(=O)CNC(=O)c2ccc(S(=O)(=O)N3CCCC3)cc2)o1	8
CCOc1ccc(C(C)NC(=S)NC2CCCCC2)cc1 (stereo unspecified)	7
c1ccc(SCc2nc(-c3ccncc3)no2)cc1	-60
O=C1CCc2cc(S(=O)(=O)N3CCN(C(=O)c4ccco4)CC3)ccc2N1	5
CC(=O)N(C[C@H]1N[C@H](CO)[C@@H]1c1ccc(-c2cccc(F)c2)cc1)C1CCCC1	4[25 µM]
COCC(=O)N1[C@H](C#N)[C@H](c2ccccc2-c2cccc(C)c2)[C@H]1CO	-5[25 µM]
Cc1cc(C(=O)N2CCN(Cc3ccc4c(c3)OCO4)CC2)cs1	3
COc1ccc(OC)c(C2(O)CSC(=Nc3cccnc3)N2Cc2ccco2)c1 (stereo unspecified)	-9
Cc1nc(-c2ccc(NC(=O)c3ccccc3)cc2)cs1	6
O=C(Nc1nnc(C2CC2)s1)c1cccnc1Oc1ccc(Cl)cc1	0
Nc1cccc(N=[N+]([O-])c2cccc(N)c2)c1	-68
Cc1cc(S(=O)(=O)Nc2ccc(N(C)C)cc2)c(C)s1	16
CS(=O)(=O)N(CC(=O)NC1CCCC1)c1cccc(F)c1	13
COc1ccc(C(=O)N[C@H](C(=O)NCCCn2nc(C)cc2C)C(C)C)cc1	-6
N#Cc1cc(-c2ccc(Cl)cc2)cnc1Sc1ccc(F)cc1	2
CC(=O)Nc1cccc(/C(C)=N/NC(=O)c2ccc(O)cc2)c1	-4
CC(C)c1nc2cc(C(=O)NC(c3cccnc3)C(F)(F)F)ccc2o1 (stereo unspecified)	-11
COc1ccc(C#Cc2ccc3c(c2)[C@@H]2[C@@H](CCN2C(=O)C2CC2)[C@@H](CO)N3)cc1	-24
CCN(CC(=O)NC)S(=O)(=O)c1ccc(C)cc1	14
CCCCOc1ccc(C(=O)NCC(=O)NCC(c2ccc(OC)cc2)N2CCOCC2)cc1 (stereo unspecified)	6
O=C(c1cccc(F)c1)N1C[C@H]2[C@@H](c3ccccc31)[C@H](CO)N2C(=O)C1CCOCC1	4[25 µM]

# Other structures follow.
molecule,CD40 NFkB inh
O=C(C1CCCCC1)N1CCCn2c1nc1ccccc12,9
COc1ccc(Br)cc1CNC(=O)C1CCCN(S(=O)(=O)N2CCC(C)CC2)C1 (stereo unspecified),6
O=C(O)c1ccccc1-c1ccccc1C(=O)Nc1ccc2c(c1)C(=O)c1ccccc1-2,-2
CC1(C)CC(=O)C(CC(=O)NC2CCCc3ccccc32)C(=O)C1 (stereo unspecified),21
N#Cc1nc(Cc2ccccc2)oc1NCCCn1ccnc1,-69
COc1cc(NC(=O)COC(=O)c2[nH]c(C)c(C(C)=O)c2C)cc(OC)c1,-2
C[C@@H]1CN([C@@H](C)CO)C(=O)c2cc(NC(=O)CCC(F)(F)F)ccc2O[C@@H](C)CCCCO[C@H]1CN(C)C(=O)c1ccncc1,-13[25 µM]
Cc1cc(NS(=O)(=O)c2ccc(NC(=O)c3ccco3)cc2)no1,3
CCN1C(=O)C(CC(=O)Nc2ccccc2)S/C1=N\c1ccccn1 (stereo unspecified),6
Cc1ccc(-n2c(SCC3CNC(=O)O3)nnc2-c2ccccc2)cc1C (stereo unspecified),-2
Cc1ccc(S(=O)(=O)NC(CC(=O)N2CCOCC2)c2ccco2)cc1 (stereo unspecified),2
COc1ccc(-n2ncc3c(N4CCN(Cc5ccccc5)CC4)ncnc32)cc1,-15
Cc1nc(COC(=O)c2ccc(S(=O)(=O)N3CCCC3)cc2)cs1,3
O=C(Cn1cnc2ccccc2c1=O)Nc1nnc(C2CC2)s1,10
Cc1ccc(S(=O)(=O)N2CCN(C(=O)CCNC(=O)c3ccccc3Cl)CC2)cc1,5
CCOC(=O)C1(Cc2ccccc2)CCCN(C2CCCC2)C1 (stereo unspecified),5
O=c1[nH]c2cc3ccccc3cc2nc1C(F)(F)F,-6
CCN(CC)CCCNC(=S)Nc1ccc(Br)cc1,4
C[C@H](CO)N1C[C@H](C)[C@H](CN(C)C(=O)CN(C)C)Oc2cc(C#CC3CC3)ccc2S1(=O)=O,3[25 µM]
CCC(=O)N1[C@H](CO)[C@H](c2ccc(-c3cncnc3)cc2)[C@@H]1CN(C)C(C)=O,3[25 µM]
COc1ccc(NC(=O)CN(C)CC(=O)NC2CCCCC2C)cc1 (stereo unspecified),5
Cc1ccc(C)c(S(=O)(=O)N2CCCCC2CCNC(=O)C(=O)NCc2cccnc2)c1 (stereo unspecified),-9
CC1Cn2c(CCc3ccccc3)nnc2S1 (stereo unspecified),9
COc1ccc2c3c([nH]c2c1)[C@@H](CO)N(S(=O)(=O)c1cn(C)cn1)CC31CCN(CC2CCCC2)CC1,3
O=C(Cc1ccncc1)N1CC(=O)N2[C@H](CO)[C@H](c3ccc(Br)cc3)[C@@H]2C1,0[25 µM]
COc1ccc(S(=O)(=O)N2CCC(NC(=O)c3cccnc3)CC2)cc1,1
Cc1ccc(S(=O)(=O)NCC[C@H]2CC[C@@H](NC(=O)c3cccnc3)[C@H](CO)O2)cc1,1[25 µM]
O=C(Nc1cccnc1)C1CCCN(S(=O)(=O)c2ccccc2)C1 (stereo unspecified),6
CN(CCn1ccnc1)C(=O)CC1C(=O)NCCN1Cc1ccccc1C(F)(F)F (stereo unspecified),9
C[C@H](CO)N1C[C@H](C)[C@H](CN(C)Cc2ccc(Cl)c(Cl)c2)Oc2ccc(N(C)C)cc2C1=O,10
Cn1c(=O)c2c(nc(-n3ccnc3)n2Cc2ccc([N+](=O)[O-])cc2)n(C)c1=O,-1
CCOC(=O)C1CCCN(CCC(=O)Nc2ccc3c(c2)CCC3)C1 (stereo unspecified),-2
Cc1ccc2c(N)c(C)ccc2c1,-3
O=C(COC(=O)c1ccc(Br)o1)Nc1ncc(Cl)cc1Cl,8
CCCc1nnc(NC(=O)COC(=O)c2cc(C)nc3ccccc23)s1,8
O=C(C[C@H]1CC[C@@H](NC(=O)NC2CCCCC2)[C@@H](CO)O1)NCc1ccc(F)cc1,-11
CN1CCN(CC(O)COc2ccc(C34CC5CC(CC(C5)C3)C4)cc2)CC1 (stereo unspecified),10
COCC(C)n1c(C)cc(C(=O)COC(=O)c2c(NC(C)=O)sc(C)c2C)c1C (stereo unspecified),4
O=C1CCCN1c1ccc(S(=O)(=O)N2CCN(c3ccccc3)CC2)cc1,1
Cc1ccc(C(=O)Nc2ccccc2C(=O)NC(C(=O)O)C(C)C)cc1 (stereo unspecified),-54
